Source: PubChem BioAssay
ANO1 activ: activates or potentiates the mouse TMEM16A chloride channel. AID 623877. B-score at 10 µM. Q8BHY3. 340,000 compounds, 0.3% hits. HEK293 TMEM16A/YFP-H148Q/I152L, iodide quench fluorescence; active compounds read low;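 active = fluorescence-ratio B-score plate-corrected deviation score at least 3 library SD below zero, with starting fluorescence score within 5 deviations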;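 note: channel opened by trigger with iodide after compound preincubation; score built on the fluorescence ratio of max minus min over baseline; more negative score means more quench and so TMEM16A activation or potentiation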
Target sequence (Q8BHY3 whole entry, looked up): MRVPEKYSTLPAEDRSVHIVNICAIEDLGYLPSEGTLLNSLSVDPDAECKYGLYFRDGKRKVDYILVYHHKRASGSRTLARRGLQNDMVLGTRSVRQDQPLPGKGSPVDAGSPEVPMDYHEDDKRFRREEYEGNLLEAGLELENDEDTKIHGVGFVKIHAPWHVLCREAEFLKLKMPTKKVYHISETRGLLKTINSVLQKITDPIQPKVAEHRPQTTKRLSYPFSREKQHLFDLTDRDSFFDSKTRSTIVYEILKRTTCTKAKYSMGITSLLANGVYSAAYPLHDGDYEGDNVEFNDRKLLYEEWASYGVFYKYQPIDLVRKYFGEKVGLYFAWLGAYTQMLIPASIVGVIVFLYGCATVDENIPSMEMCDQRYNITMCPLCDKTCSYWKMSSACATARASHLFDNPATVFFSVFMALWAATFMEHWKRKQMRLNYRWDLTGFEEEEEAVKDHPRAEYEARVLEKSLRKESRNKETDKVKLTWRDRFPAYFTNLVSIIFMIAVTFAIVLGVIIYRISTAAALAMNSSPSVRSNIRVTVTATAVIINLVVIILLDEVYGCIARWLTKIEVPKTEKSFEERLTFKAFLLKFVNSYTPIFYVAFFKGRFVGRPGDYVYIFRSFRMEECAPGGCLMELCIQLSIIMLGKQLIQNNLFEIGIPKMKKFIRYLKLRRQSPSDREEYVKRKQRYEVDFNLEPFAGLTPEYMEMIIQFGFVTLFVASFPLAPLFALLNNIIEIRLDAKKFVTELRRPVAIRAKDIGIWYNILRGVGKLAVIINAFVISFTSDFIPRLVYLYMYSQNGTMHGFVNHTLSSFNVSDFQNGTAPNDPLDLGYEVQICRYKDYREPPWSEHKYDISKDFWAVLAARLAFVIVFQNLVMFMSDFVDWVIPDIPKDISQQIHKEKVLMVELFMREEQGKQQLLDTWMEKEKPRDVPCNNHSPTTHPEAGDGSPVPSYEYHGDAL
Calls only; i = inactive.

cpd	molecule	ANO1 activ
1	COc1ccc(S(=O)(=O)N2CCCCCC2)cc1NC(=O)CN(C)Cc1ccc2c(c1)OCO2	i
2	N#Cc1ccc(OCC(=O)NCC2COc3ccccc3O2)cc1 (centres undefined)	i
3	CC(NCC(=O)NC(=O)NCCC1=CCCCC1)c1ccc(S(N)(=O)=O)cc1 (centres undefined)	i
4	O=C1NC(=O)C(c2ccc(Cl)cc2Cl)N1 (centres undefined)	i
5	COC(=O)c1sc(S(=O)(=O)N2CCN(c3ccccc3F)CC2)c(C(=O)OC)c1C	i
6	O=C(COc1ccccc1)OCC(=O)c1ccc(S(=O)(=O)N2CCCCC2)cc1	i
7	CSCCC(NC(=O)c1cccc(S(=O)(=O)N2CCOCC2)c1)c1nc2ccccc2[nH]1 (centres undefined)	i
8	CCn1nc(C(=O)N2CCc3ccccc32)c2ccccc2c1=O	i
9	COc1ccc(C(CNC(=O)c2cccc(S(=O)(=O)Nc3ccc(F)cc3)c2)N2CCOCC2)cc1 (centres undefined)	i
10	COc1ccc(S(=O)(=O)N2CCN(CC(=O)Nc3cc(Cl)ccc3Cl)CC2)cc1	i
11	O=C(COc1ncnc2sccc12)Nc1cccc(S(=O)(=O)N2CCOCC2)c1	i
12	Nc1c(C(=O)CSc2nccn2-c2cccc(F)c2)c(=O)[nH]c(=O)n1C1CC1	i
13	O=C(COC(=O)c1ccccc1O)NCc1ccc2c(c1)OCO2	i
14	CC1=NC(C)(C)CC2CCC(O)C12 (centres undefined)	i
15	O=C(Cc1ccc([N+](=O)[O-])cc1)c1ccccc1	i
16	CC(C)N(C(=O)CN1CCN(S(=O)(=O)c2ccc(Br)s2)CC1)C(C)C	i

Along the list, quoted from above:
ANO1 activ, nos. 9–16: i, i, i, i, i, i, i, i

Next part
cpd	molecule	ANO1 activ
17	O=C1c2cc([N+](=O)[O-])ccc2-c2cc(Cl)c(NC(=O)C(F)(F)F)cc21	i
18	O=C(COc1ccc2ccc(=O)oc2c1)Nc1ccc(N2CCCCC2)cc1	i
19	CCOC(=O)c1c(C)[nH]c(C(=O)C(C)OC(=O)c2cnc(C)cn2)c1C (centres undefined)	i
20	CCOC(=O)c1ccc(N2C(=O)CC(N3CCN(C/C=C/c4ccccc4)CC3)C2=O)cc1 (centres undefined)	i
21	CCCCn1c(N)c(N(CCC)C(=O)C2CCCC2)c(=O)[nH]c1=O	i
22	CSc1ncccc1C(=O)OCC(=O)NC(C)CCc1ccccc1 (centres undefined)	i
23	COc1ccc(C(=O)COC(=O)[C@H](C)NS(=O)(=O)c2ccc(NC(C)=O)cc2)cc1OC	i
24	COc1ccc([C@H]2CC(=O)C=C(c3cc(F)ccc3OC)C2)cc1	i
25	COc1ccc(NC(=O)c2cc(C3CC3)nc3c2cnn3C(C)C)cc1OC	i
26	COC1=CC(=O)c2c(ccc3ncnc(N)c23)C1=O	i
27	CC1(NC(=O)Nc2cccc(Br)c2)CCS(=O)(=O)C1 (centres undefined)	i
28	CSCCC(NC(=O)c1ccc(Cl)cc1Cl)C(=O)NCC(c1cccs1)N(C)C (centres undefined)	i
29	C=CCC[C@@H](Cc1ccc(F)cc1)C(=O)OC[C@H](C)NC(=O)[C@@H](CC=C)CC(=O)N[C@@H](CO)Cc1ccccc1	i
30	COc1ccc(CC(=O)N[C@@H]2c3ccccc3CC[C@@H]2OCc2ccccc2)cc1	i
31	COC(=O)C(Cc1ccccc1)NC(=O)c1ccc(NS(=O)(=O)c2ccc3[nH]c(=O)[nH]c3c2)cc1 (centres undefined)	i
32	O=C(OCCOc1ccc(Cl)cc1)c1cc(S(=O)(=O)N2CCCCC2)ccc1N1CCOCC1	i
33	O=C(CSc1nnc(N2CCOCC2)n1-c1cccc(F)c1)N1CCN(c2ccccn2)CC1	i
34	Cc1ccc(S(=O)(=O)Nc2cc(Cl)ccc2-n2cncn2)cc1	i
35	O=C(COC(=O)/C=C/c1ccc(S(=O)(=O)N2CCOCC2)cc1)Nc1ccc(F)c(F)c1F	i
36	COc1ccccc1C(CNC(=O)C(CCSC)NC(=O)c1ccccc1Cl)N1CCCC1 (centres undefined)	i
37	CCCNC(=O)C(Cc1cccc(OC)c1)NC(=O)c1ccc(C(C)(C)C)cc1 (centres undefined)	i
38	CC(C)(C)c1ccc(S(=O)(=O)N2CCN(CC(O)COCC3CCCO3)CC2)cc1 (centres undefined)	i
39	COc1ccc(S(=O)(=O)N(C)C[C@H]2Oc3ccc(NS(=O)(=O)c4ccc(F)cc4)cc3C(=O)N([C@H](C)CO)C[C@@H]2C)cc1	i
40	Cc1nc2ccc(NC(=O)CSc3ccccc3)cc2s1	i

7 structures out of the list, ordered by length of the SMILES, smallest number first:
cpd	molecule	ANO1 activ
40	Cc1nc2ccc(NC(=O)CSc3ccccc3)cc2s1	i
34	Cc1ccc(S(=O)(=O)Nc2cc(Cl)ccc2-n2cncn2)cc1	i
37	CCCNC(=O)C(Cc1cccc(OC)c1)NC(=O)c1ccc(C(C)(C)C)cc1 (centres undefined)	i
36	COc1ccccc1C(CNC(=O)C(CCSC)NC(=O)c1ccccc1Cl)N1CCCC1 (centres undefined)	i
38	CC(C)(C)c1ccc(S(=O)(=O)N2CCN(CC(O)COCC3CCCO3)CC2)cc1 (centres undefined)	i
32	O=C(OCCOc1ccc(Cl)cc1)c1cc(S(=O)(=O)N2CCCCC2)ccc1N1CCOCC1	i
35	O=C(COC(=O)/C=C/c1ccc(S(=O)(=O)N2CCOCC2)cc1)Nc1ccc(F)c(F)c1F	i

The results go on.
cpd	molecule	ANO1 activ
41	CCOc1ncccc1C(=O)OCC(=O)Nc1ccc2c(c1)OCCO2	i
42	O=P(CCc1ccccc1)(c1ccccc1)c1ccccc1	i
43	CC1(c2cccc(Br)c2)NC(=O)N(CC(=O)Nc2ccc3c(c2)OCCO3)C1=O (centres undefined)	i
44	COc1ccccc1C(=O)NCCC(=O)NCC(c1ccco1)N1CCCC1 (centres undefined)	i
45	O=C(NCCCN1CCCC1=O)c1cccc(S(=O)(=O)Nc2ccc(F)cc2)c1	i
46	Cc1ccc(C(=O)OCC(=O)N2CCCCCC2)c(O)c1	i
47	COc1ccc(C(=O)OCC(=O)c2ccc3c(c2)NC(=O)CO3)cc1OC	i
48	CC1CCCC(=NNc2ccc3ccccc3n2)C1 (centres undefined)	i
49	CN(C)c1ccc(S(=O)(=O)N2CCCCC2)cc1NC(=O)CCNC(=O)c1ccccc1Cl	i
50	CC(OC(=O)C1CC(=O)N(Cc2ccco2)C1)C(=O)Nc1cccc(C#N)c1 (centres undefined)	i
51	Cn1c(N)c(C(=O)c2ccc(Cl)c(S(=O)(=O)N3CCCCCC3)c2)c(=O)n(C)c1=O	i
52	COC(=O)c1ccc(CNC(=O)[C@@H]2CCCN2S(=O)(=O)c2ccccc2F)cc1	i
53	CCCCn1cnc2c(SCc3ccc([N+](=O)[O-])cc3)nc(N)nc21	i
54	CCN(CC(=O)Nc1c(F)cccc1F)C(=O)c1ccc(S(=O)(=O)N(CC)c2ccccc2)cc1	i
55	CC1CCN(S(=O)(=O)c2cc(C(=O)NC3(C)CCS(=O)(=O)C3)ccc2Br)CC1 (centres undefined)	i
56	O=C(CSc1nnc(Nc2ccccc2)s1)NCC1CCCO1 (centres undefined)	i
57	CC(C)(C)OC(=O)NCc1ccc(CNC(=O)c2[nH]cnc2C(=O)NC2CCN(C(=O)OC(C)(C)C)CC2)cc1	i
58	C=CCN1CCc2nc(N)sc2CC1	i
59	CCCNC(=O)CNC(=O)c1ccc(C#N)cc1	i
60	COc1ccc(C(=O)COC(=O)c2ccc([N+](=O)[O-])s2)cc1OC	i
61	COc1ccccc1N1CCN(C(=O)c2cc3c(=O)n4ccccc4nc3s2)CC1	i
62	O=C(CSc1cccc[n+]1[O-])Nc1ccccc1C(F)(F)F	i
63	COc1cc(OC)cc(-c2oc(=O)c3cc(OC)c(OC)cc3c2C#CCCO)c1	i
64	O=C(Nc1ccccc1)OCCCCOC(=O)Nc1ccccc1	i
65	CCOC(=O)C1C(=O)C(=O)N(Cc2ccccc2)C1C(=O)OCC (centres undefined)	i
66	COc1cccc(OCCNS(=O)(=O)c2ccccc2[N+](=O)[O-])c1	i
67	N#CC1(Nc2ccc3ccccc3c2)CCCC1	i
68	c1ccc(CSc2nc3ncccn3n2)cc1	i
69	O=C(Nc1ccc(Cl)cc1)c1nc[nH]c1C(=O)NCCCCNC(=O)c1[nH]cnc1C(=O)Nc1ccc(Cl)cc1	i
70	CC1CC=CCC1(CO)CO (centres undefined)	i
71	Cc1ccc(S(=O)(=O)N2CCN(CN3C(=O)CC4(CCCC4)C3=O)CC2)cc1	i
72	CC1(c2ccccc2Cl)NC(=O)N(CC(=O)Nc2ccc(N3CCOCC3)cc2)C1=O (centres undefined)	i
73	COc1ccc(CC(=O)Nc2cccc(S(=O)(=O)N3CCOCC3)c2)cc1OC	i
74	N#CC1C(=O)c2ccccc2C1c1ccccc1 (centres undefined)	i
75	COc1ccc(Cl)cc1NC(=O)CN(C)CC(=O)N(CC(C)C)c1c(N)n(CC(C)C)c(=O)[nH]c1=O	i
76	CC1CC(=O)Nc2ccccc2N1C(=O)Cn1cnc2ccc(Br)cc2c1=O (centres undefined)	i
77	COc1ccc(CCC(=O)N2CCN(S(=O)(=O)c3ccc(C)cc3)CC2)cc1	i
78	CC(C)Cn1cnc2c(N)nc3ccccc3c21	i
79	COc1ccccc1CNC(=O)C(CCSC)NC(=O)c1cccc(S(=O)(=O)N2CCOCC2)c1 (centres undefined)	i
80	CN(CC(=O)Nc1ccc(Cl)c(C(F)(F)F)c1)C(=O)CNC(=O)C1CCCCC1	i
81	O=C(CSc1nc2[nH]c(=O)cc(O)c2s1)Nc1ccc(Cl)c(C(F)(F)F)c1	i
82	CCOC(=O)c1sc(NC(=O)C(CC)Sc2nnc3c4ccccc4n(C(C)C)c3n2)nc1C (centres undefined)	i
83	C[C@@]12C(=O)Nc3cc(F)ccc3C(=O)N1[C@H]1c3cc(Br)ccc3OC[C@@H]1[C@@H]2c1ccccc1	i
84	CC(C(=O)OCC(=O)NC1CCCCC1)N1C(=O)c2ccccc2C1=O (centres undefined)	i
85	COc1ccc(CCNC(=O)CN2c3cccc4cccc(c34)S2(=O)=O)cc1	i
86	CCOC(=O)c1ccc(N2C(=O)[C@@H](c3ccccc3)[C@H]2c2ccccc2)cc1	i
87	CCN(Cc1ccc2c(c1)OCCO2)C(=O)CN1C(=O)NC2(CCCCC2)C1=O	i
88	CN1CCC[C@H]1CCNC(=O)c1c(-c2ccsc2)sc2ccccc12	i
89	O=C(NCC(c1ccco1)N1CCCCC1)c1cnc(Cl)c(Cl)c1 (centres undefined)	i
90	O=C1N[C@@H](Cc2ccccc2)COC(=O)[C@H](Cc2ccc(F)cc2)CC/C=C/C[C@@H]1CC(=O)N(CCO)Cc1ccccc1	i
91	O=C1C=C(c2ccc3c(c2)OCO3)C[C@@H](c2ccc(Cl)cc2)C1	i
92	CC(=O)Nc1cccc(C(=O)N2CCN(S(=O)(=O)Cc3ccccc3)CC2)c1	i
93	CN(C)c1cccc(C(=O)NNC(=O)C23CC4CC(CC(C4)C2)C3)c1	i
94	Cc1cccc(C(=O)NCC(=O)OCC(=O)N(C)CC(=O)Nc2ccccc2Cl)c1	i
95	COCCn1c(C)cc(C(=O)COC(=O)c2[nH]c(C)c(C(C)=O)c2C)c1C	i
96	O=C1C(Cl)=C(NCc2ccco2)C(=O)c2ccccc21	i

New compounds follow:
cpd	molecule	ANO1 activ
97	Cc1ccc(C(=O)NNC(=O)c2ccc(NS(=O)(=O)c3cccs3)cc2)o1	i
98	O=C(CSc1nnc(-c2ccncc2)o1)Nc1ccc(F)c(F)c1	i
99	COc1ccc([N+](=O)[O-])cc1NCC(=O)Nc1cc(S(=O)(=O)N2CCCCC2)ccc1C	i
100	CCOc1ccc(/C=C(\C(=O)O)c2ccc(S(=O)(=O)N3CCCCC3)s2)cc1OC	i
101	CC(=O)OCC1OC(n2c(S)c(C#N)c(-c3ccccc3)c(C#N)c2=O)C(OC(C)=O)C(OC(C)=O)C1OC(C)=O (centres undefined)	i
102	Clc1ncnc2[nH]ccc12	i
103	CCNc1ccc(S(=O)(=O)N2CCCCC2)cn1	i
104	Cc1nnc(NC(=O)c2ccc3c(c2)NC(=O)CS3)s1	i
105	CC(C)[C@H](NC(=O)c1ccccc1)C(=O)OCC(=O)Nc1sccc1C(N)=O	i
106	CCOC(=O)C1C(=O)C=C(c2ccccc2)CC1c1ccccc1 (centres undefined)	i
107	NN=C1C(=O)c2cccc3cccc1c23	i
108	Cn1c(N)c(C(=O)COC(=O)c2ccccc2C(=O)c2ccc(Cl)c([N+](=O)[O-])c2)c(=O)n(C)c1=O	i
109	Cc1noc(C)c1COc1ccc(C(=O)N2CCC(C)CC2)cc1	i
110	CC(=O)c1sc(NC(=O)c2oc3ccc(F)cc3c2C)nc1C	i
111	Cc1cccc(NC(=O)[C@@H]2CCCN2C2=NS(=O)(=O)c3ccccc32)c1C	i
112	O=S(c1ccccc1O)S(=O)c1ccccc1O (centres undefined)	i

2 compounds drawn at random from the list so far:
cpd	molecule	ANO1 activ
52	COC(=O)c1ccc(CNC(=O)[C@@H]2CCCN2S(=O)(=O)c2ccccc2F)cc1	i
60	COc1ccc(C(=O)COC(=O)c2ccc([N+](=O)[O-])s2)cc1OC	i

Other compounds follow.
cpd	molecule	ANO1 activ
113	CCN(C(=O)CSc1nc(C2CC2)n(-c2ccccc2)n1)C1CCS(=O)(=O)C1 (centres undefined)	i
114	COc1ccc([C@H]2CC(=O)C=C(c3cc(Cl)ccc3C)C2)cc1	i
115	Cc1ccc(C(=O)OC(C(=O)O)C(OC(=O)c2ccc(C)cc2)C(=O)O)cc1 (centres undefined)	i
116	COC(=O)c1ccccc1S(=O)(=O)NNC(=O)C1COc2ccccc2O1 (centres undefined)	i
117	Cc1ccc2c(c1)[C@H]1[C@H](CO2)[C@H](c2ccccc2)[C@]2(C)C(=O)N(Cc3ccc(Cl)cc3)CC(=O)N12	i
118	CCCCn1nc(C(=O)N(CC(C)C)c2c(N)n(CCCC)c(=O)[nH]c2=O)c2ccccc2c1=O	i
119	CCN(CC(=O)NCc1ccc(F)cc1)C(=O)C1CCN(S(=O)(=O)c2ccc(C(C)C)cc2)CC1	i
120	CCCN(CC(=O)Nc1ccccc1C)C(=O)CCCNC(=O)c1ccc(Cl)cc1	i

These rows are one share of the data; the hit share may differ from the screen's.
